Screens: PubChem BioAssay, several laboratories
GSH bead fluor: GSH bead compound fluorescence profile. GSH beads flow cytometry, compound fluorescence 488/530 nm; hits give high values. fluorescence (KMESF) at 10 µM. 0.25% of 190,000 active. AID 1776; in the data active means fluorescence above about 89;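 further: glutathione beads carrying GST-tagged Bcl family fusion proteins plus one bare bead set; values are compound well signal with DMSO vehicle wells as background; inactives centre near 16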
RGS8-Gao reg: human RGS8-Galphao interaction regulation; response (percent of control binding), % at 10 µM; multiplexed bead flow cytometry, RGS8-Galphao binding; actives lie on both sides; P09471; AID 1423; 0.34% of 220,000 active; in the data active means response below about 60% or above about 140%; inactive means in between;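 further: Galphao activated as the GDP aluminium fluoride complex binding bead-coupled RGS8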
Target sequence (P09471 whole entry, looked up): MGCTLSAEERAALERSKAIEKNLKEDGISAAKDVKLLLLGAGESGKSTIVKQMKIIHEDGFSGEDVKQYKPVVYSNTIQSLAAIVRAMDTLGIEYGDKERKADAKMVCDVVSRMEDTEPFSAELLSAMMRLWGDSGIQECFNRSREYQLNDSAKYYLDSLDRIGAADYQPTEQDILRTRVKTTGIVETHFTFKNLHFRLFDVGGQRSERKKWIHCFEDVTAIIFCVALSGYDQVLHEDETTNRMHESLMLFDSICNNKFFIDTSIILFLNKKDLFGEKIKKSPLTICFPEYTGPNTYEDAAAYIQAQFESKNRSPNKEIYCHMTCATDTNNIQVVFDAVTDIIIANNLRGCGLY
Mcl1 Bid PPI: Mcl-1/Bid interaction inhibition; Q07820; AID 1021; inhibition, % at 21.7 µM; 0.97% of 220,000 active; TR-FRET Mcl-1/Bid-Dy647 peptide binding, 1536-well;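 active means compounds that cut the binding signal by more than half at the single screening dose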;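 further: His-tagged Mcl-1 with europium anti-His antibody binding Bid BH3 peptide; 0% = Mcl-1 plus peptide wells and 100% = peptide-only wells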
Target sequence (Q07820 whole entry, looked up): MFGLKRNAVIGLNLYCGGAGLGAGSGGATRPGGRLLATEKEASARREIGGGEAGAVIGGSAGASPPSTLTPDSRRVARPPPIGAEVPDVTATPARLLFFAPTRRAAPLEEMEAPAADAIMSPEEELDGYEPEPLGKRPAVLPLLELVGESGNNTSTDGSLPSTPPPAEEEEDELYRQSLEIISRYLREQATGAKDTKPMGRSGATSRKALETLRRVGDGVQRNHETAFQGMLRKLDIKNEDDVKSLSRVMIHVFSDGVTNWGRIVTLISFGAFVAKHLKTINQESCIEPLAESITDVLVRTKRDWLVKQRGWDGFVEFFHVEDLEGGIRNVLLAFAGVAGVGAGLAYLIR
Pf gametocyte: P. falciparum stage V gametocyte viability inhibition. P. falciparum stage V gametocytes, ATP luminescence, 24 h. inhibition, % at 10.9 µM. 0.065% of 150,000 active. AID 743093;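 active means inhibition above the mean plus 3 SD of compounds within the control limits, set per campaign, cut at about 38% in these data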;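 further: 0% = DMSO wells and 100% = medium only without gametocytes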
ABCB1 block: blocks JC-1 efflux by human ABCB1 transporter. P08183. CCRF-Adr cells, flow cytometry. inhibition, % at 6.6 µM. 0.067% of 190,000 active. AID 1326; in the data active means inhibition above about 40%;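 further: 0% = vehicle and 100% = reference inhibitor; higher value means more JC-1 retained so stronger ABCB1 efflux block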
RGS7-Gao reg: regulators of human RGS7-Galphao interaction. 0.35% of 220,000 active. P09471. Multiplexed bead flow cytometry, RGS7-Galphao binding; actives lie on both sides. binding response (% of control), % at 10 µM; in the data active means binding response below about 49% or above about 150%; inconclusive means no clear call, values can overlap the other calls; inactive means in between;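 further: fluorescent Galphao held in activated GDP-AlF4 state binding bead-coupled RGS7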
ABCG2 inh: human ABCG2 inhibition, ABCB1 as counter-screen. Q9UNQ0. IgMXP3 cells, JC-1 efflux, flow cytometry. inhibition, % at 6.6 µM. 0.1% of 190,000 active. AID 1325;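 active means inhibition above 80%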;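 further: 0% = DMSO and 100% = nicardipine control wells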
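material = IgMXP3 (ABCG2) plus far-red-tagged CCRF-Adr (ABCB1) cells | amount = 3 million cells/mL, equal mix of both lines | also added = JC-1 transporter substrate | dosing = one concentration, 6.6 µM final | schedule = 10 min at 25 °C | measured by = flow cytometric JC-1 green MFI at 530 nm | read-out basis = percent efflux inhibition, scaled nicardipine 100% to DMSO 0%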
Mcl1 Noxa PPI: disrupts binding of human Mcl-1 to Noxa peptide | 1.5% of 220,000 active | TR-FRET Mcl-1/Noxa peptide binding, 2 h | inhibition, % at 21.7 µM | AID 1022;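 active means compounds that cut the protein-peptide binding signal by more than 50% relative to plate controls in a single-dose test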;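 further: His-tagged Mcl-1 with rhodamine Noxa BH3 peptide and terbium anti-His antibody; 0% = Mcl-1 plus Noxa peptide wells and 100% = peptide-only wells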
RGS4-Gao reg: modulates binding of RGS4 to human Galphao; 0.33% of 220,000 active; Multiplexed bead flow cytometry; actives lie on both sides; P09471; binding response (% of control), % at 10 µM; AID 1415; in the data active means binding response below about 49% or above about 150%; inactive means in between;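 further: fluorescent Galphao activated with aluminum fluoride binding bead-coupled RGS4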
Mcl-1 Bim block: inhibitors of Bim-Mcl-1 interaction, human; Bead-based flow cytometry, Bim peptide-Mcl-1 binding; Q07820; 0.1% of 190,000 active; inhibition, % at 10 µM; in the data active means inhibition above about 40%;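 further: 0% = no compound tracer wells and 100% = peptide blocker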
Avidin fluor: compound fluoresces at 488/530 nm on avidin beads; 0.38% of 220,000 active; compound fluorescence 488/530 nm, flow cytometry; hits give high values; fluorescence (KMESF) at 10 µM; in the data active means fluorescence above about 47; further: inactives centre near 10
* hit, by the source's call; u = inconclusive; x = not tested or not shown. An unsorted share of the library, and some 3.3% of all compounds hit somewhere here.

SMILES	GSH bead fluor	RGS8-Gao reg	Mcl1 Bid PPI	Pf gametocyte	ABCB1 block	RGS7-Gao reg	ABCG2 inh	Mcl1 Noxa PPI	RGS4-Gao reg	Mcl-1 Bim block	Avidin fluor
CCc1nnc(NC(=O)c2ccc(COc3ccccc3)o2)s1	29	99.2	-35.2	-50.2	0.5	92.5	5.0	5.6	93.9	0.0	13
CCc1ccc2[nH]c(=O)c(CN(CCN(C)C)C(=O)Nc3ccccc3)cc2c1	14	101.2	-2.9	x	0.3	102.0	1.2	14.9	105.5	0.0	36
COc1ccc(N(CC(=O)NCC(C)C)S(=O)(=O)c2ccccc2)cc1	20	103.8	-28.3	8.2	0.9	103.4	1.8	7.4	105.8	2.0	10
O=C(NCc1cccs1)c1ccc(N2CCCC2=O)cc1	17	98.4	-4.6	16.4	0.5	97.5	2.5	13.4	97.4	0.0	37
CN(C)S(=O)(=O)c1ccc2nc(NC(=O)c3cccs3)sc2c1	32	104.2	17.0	x	-0.2	100.6	-0.3	-9.4	100.0	0.0	8
Cc1nn(Cc2ccccc2)c2c1C(c1ccncc1)C(C#N)=C(N)O2 (stereo unspecified)	13	98.9	-28.0	-11.0	0.8	98.3	2.2	3.9	101.4	-3.0	26
Cc1ccccc1NC(=O)c1cc(=O)c2ccccc2o1	23	101.0	-29.7	-1.0	0.2	100.0	1.1	-0.9	100.7	-1.0	9
O=C(NCC1COc2ccccc2O1)c1ccc(NC(=O)C2CCCO2)cc1 (stereo unspecified)	30	103.8	1.2	x	0.7	111.7	9.2	9.9	107.9	-1.0	12
COc1ccc(OC)c(S(=O)(=O)NCc2ccccc2)c1	13	101.5	-1.8	2.8	0.2	104.2	0.8	1.9	102.0	-1.0	39
c1cc(CNCCCN2CCOCC2)ccn1	30	101.5	-6.0	x	0.4	98.9	0.8	10.3	99.3	-3.0	8
N#CC1(c2ccccc2)CCC(=O)N1Cc1ccccc1 (stereo unspecified)	x	100.2	-40.5	-23.1	x	u	x	-0.7	100.6	x	7
Cc1ccc(CNC(=O)C2CCCN(S(=O)(=O)c3c(C)noc3/C=C/N(C)C)C2)cc1 (stereo unspecified)	x	100.3	-65.9	5.2	x	u	x	9.3	100.0	x	9
CC1CCC2(CC1)NC(=O)N(CC(=O)c1ccc[nH]1)C2=O (stereo unspecified)	28	99.1	-37.3	7.2	0.1	98.9	1.2	-14.3	96.4	-7.0	12
COC(=O)c1ccc(N=NNc2ccc(C(=O)OC)cc2)cc1	8	102.3	15.8	-30.9	0.7	100.4	19.7	9.5	102.5	-7.0	13
COc1ccc(/C=C/C(=O)NC(=S)NNC(=O)c2cc(OC)c(OC)c(OC)c2)cc1OC	x	98.9	-93.8	11.8	x	u	x	-73.8	98.5	x	3
CC(c1ccon1)N(C)C(=O)CCc1nnc(CCCCc2ccccc2)o1 (stereo unspecified)	15	102.5	4.2	-6.5	0.5	104.8	0.4	3.4	103.6	-5.0	5
O=C(/C=C/c1cccc([N+](=O)[O-])c1)NC(=S)Nc1ccccc1C(=O)O	10	100.8	-15.7	x	0.2	110.4	3.7	13.7	100.1	0.0	12
O=C1CCC(C(=O)N2CCC(CO)(Cc3ccc(Cl)cc3)CC2)=NN1	14	87.7	-9.8	0.8	1.7	91.5	2.3	4.5	76.0	-2.0	5
COc1cccc(CC2(CO)CCCN(Cc3cn(C)c4ccccc34)C2)c1 (stereo unspecified)	10	102.7	-56.9	10.0	2.3	105.8	1.4	-0.4	102.7	0.0	11
Cc1cccc(C)c1NC(=O)c1cc(-c2ccccn2)nc2ccccc12	10	102.9	-4.3	9.7	0.7	99.7	7.2	-3.2	106.9	-1.0	13

Record cards, as listed above. Order of values: GSH bead fluor	RGS8-Gao reg	Mcl1 Bid PPI	Pf gametocyte	ABCB1 block	RGS7-Gao reg	ABCG2 inh	Mcl1 Noxa PPI	RGS4-Gao reg	Mcl-1 Bim block	Avidin fluor
Entry for COc1ccc(/C=C/C(=O)NC(=S)NNC(=O)c2cc(OC)c(OC)c(OC)c2)cc1OC → x	98.9	-93.8	11.8	x	u	x	-73.8	98.5	x	3
Entry for c1cc(CNCCCN2CCOCC2)ccn1 → 30	101.5	-6.0	x	0.4	98.9	0.8	10.3	99.3	-3.0	8
Entry for COc1cccc(CC2(CO)CCCN(Cc3cn(C)c4ccccc34)C2)c1 (stereo unspecified) → 10	102.7	-56.9	10.0	2.3	105.8	1.4	-0.4	102.7	0.0	11

(cont.)
SMILES	GSH bead fluor	RGS8-Gao reg	Mcl1 Bid PPI	Pf gametocyte	ABCB1 block	RGS7-Gao reg	ABCG2 inh	Mcl1 Noxa PPI	RGS4-Gao reg	Mcl-1 Bim block	Avidin fluor
COC(=O)N/N=C/c1cc(Cl)cc(Cl)c1OCc1ccc(F)cc1	11	98.8	-20.0	3.6	0.3	106.2	18.6	-0.8	104.7	-1.0	12
COc1ccc(CC(=O)OCC(=O)Nc2ccc3c(c2)OCCO3)cc1OC	16	97.5	13.0	-6.6	1.8	97.9	7.8	10.3	101.2	-25.0	3
O=C(c1cccc([N+](=O)[O-])c1)N1CCN(c2n[nH]c(=O)[nH]c2=O)CC1	x	99.1	-40.7	8.3	x	u	x	-16.6	96.4	x	9
COc1ccc(-c2cc(-c3cc(C)ccc3O)[nH]n2)cc1	53	101.0	15.5	x	0.8	99.6	4.5	13.9	100.4	-3.0	9
O=C(O)Cn1cnc2c(=S)nc[nH]c21	x	98.1	98.8*	2.1	x	u	x	8.8	98.9	x	3
C=CCC(CC=C)(NC(=O)c1cccc(C)c1)c1ccccc1	5	84.3	-4.0	2.1	1.6	96.3	14.9	3.4	94.3	0.0	8
O=C(Nc1ccc(F)cc1)C1CCCN1S(=O)(=O)c1cccc2nsnc12 (stereo unspecified)	x	96.8	-14.9	10.0	x	u	x	0.1	98.8	x	7
Cc1ccc(C(=O)OCC(=O)Nc2cc(S(=O)(=O)N3CCOCC3)ccc2C)cc1	12	102.7	2.2	7.8	1.0	u	7.9	10.5	102.5	0.0	11
COc1ccc(-c2nc3c(Br)c(N)c(Br)cc3o2)cc1	24	113.6	24.0	x	0.2	111.0	21.4	40.3	107.7	-5.0	27
CC1=NN(C(=O)c2ccc(C)o2)C(O)(c2ccccc2)C1 (stereo unspecified)	4	102.2	-61.5	-27.2	-0.5	100.9	-2.8	10.8	104.5	-3.0	3
COc1ccc(S(=O)(=O)NCC(=O)N(CC(=O)NC(C)(C)C)Cc2cccs2)cc1	53	104.7	7.6	-15.3	0.2	99.4	0.7	1.5	100.7	-2.0	8
O=[N+]([O-])c1ccc(NC(=S)N2CCOCC2)cc1	8	104.9	-100.5	-14.8	0.0	100.1	3.4	-4.5	99.5	-5.0	5
COc1ccc(CN2C(=O)CCC2(C)C(=O)NC2CCCCCC2)cc1 (stereo unspecified)	26	101.7	-23.6	0.3	0.6	103.5	0.1	9.1	101.0	-7.0	11
C/C(=N/O)c1ccc2c(c1)OCCOCCOc1cc(/C(C)=N/O)ccc1OCCOCCO2	12	98.6	21.1	6.2	-1.3	96.4	-3.1	59.3*	95.7	0.0	4
Cc1cc([N+](=O)[O-])nn1CCCC(=O)NCc1ccccc1	4	98.9	-10.3	x	0.9	100.7	18.3	0.4	99.2	-4.0	15
O=C1CCCN1C(=O)CCC(=O)N1CCCC1=O	19	100.4	7.5	10.1	0.3	102.6	1.1	-23.6	100.9	0.0	8
CC(=O)N(c1ccccc1)C1SC(=O)N(c2ccccc2)C1=O (stereo unspecified)	27	93.9	-28.3	15.7	0.9	92.7	6.6	-10.7	92.2	-1.0	9
O=C(COC(=O)c1cc(Cl)ccc1Cl)NCCN1C(=O)CSC1=O	7	97.1	-10.3	-20.2	0.3	93.5	0.9	-8.4	92.4	0.0	2
Cc1ccc(-c2nc3ncccc3o2)cc1NC(=S)NC(=O)c1ccco1	10	98.2	-23.7	-18.8	0.7	u	16.1	9.5	98.1	0.0	12
CC/C(=C(/CC)c1ccc(O)cc1)c1ccc(O)cc1	16	102.1	8.3	x	-0.2	u	1.2	0.6	101.9	0.0	10

SMILES	GSH bead fluor	RGS8-Gao reg	Mcl1 Bid PPI	Pf gametocyte	ABCB1 block	RGS7-Gao reg	ABCG2 inh	Mcl1 Noxa PPI	RGS4-Gao reg	Mcl-1 Bim block	Avidin fluor
CC(=O)N1CCC2(CC1)C(C#N)=C(N)Oc1n[nH]c(C)c12	38	99.6	-32.6	x	1.2	98.9	2.1	1.2	97.9	0.0	13
Cc1nc2nc(C)n(-c3ccccc3)c2s1	10	99.2	-34.9	20.6	0.0	98.5	2.3	17.5	93.9	-1.0	12
O=C(COc1ccc(NS(=O)(=O)c2ccc(F)cc2)cc1)N1CCOCC1	12	103.6	-21.6	14.5	-0.3	99.0	-1.0	3.3	104.9	-2.0	13
CCn1ncc([C@@H]2C[C@H]3CN(Cc4cccc(Cl)c4)C(=O)[C@]34CCCN24)c1C	19	101.9	-14.5	-7.3	0.4	102.6	0.0	4.6	105.1	-2.0	6
CCOc1ccc(Nc2ncnc3ccc([N+](=O)[O-])cc23)cc1	10	105.0	-3.9	-16.4	0.7	99.4	2.7	-2.3	96.5	-1.0	23
